# Screening results (PubChem)
# CHT inh = inhibitors of human choline transporter CHT; High affinity choline transporter 1 (Homo sapiens), Q9GZV3; CHT-expressing cells, membrane potential dye, choline response; active compounds read low; B-score at 10 µM; 310,000 compounds, 0.86% hits; AID 488975, 2010;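 active = B-score over 3 SD under the library average, and starting fluorescence ratio not unusually high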;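 also: choline stimulus applied at its EC90 after an EC20 pre-addition; B-score computed on integrated fluorescence ratio after choline addition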
# Target sequence (Q9GZV3 whole entry, looked up): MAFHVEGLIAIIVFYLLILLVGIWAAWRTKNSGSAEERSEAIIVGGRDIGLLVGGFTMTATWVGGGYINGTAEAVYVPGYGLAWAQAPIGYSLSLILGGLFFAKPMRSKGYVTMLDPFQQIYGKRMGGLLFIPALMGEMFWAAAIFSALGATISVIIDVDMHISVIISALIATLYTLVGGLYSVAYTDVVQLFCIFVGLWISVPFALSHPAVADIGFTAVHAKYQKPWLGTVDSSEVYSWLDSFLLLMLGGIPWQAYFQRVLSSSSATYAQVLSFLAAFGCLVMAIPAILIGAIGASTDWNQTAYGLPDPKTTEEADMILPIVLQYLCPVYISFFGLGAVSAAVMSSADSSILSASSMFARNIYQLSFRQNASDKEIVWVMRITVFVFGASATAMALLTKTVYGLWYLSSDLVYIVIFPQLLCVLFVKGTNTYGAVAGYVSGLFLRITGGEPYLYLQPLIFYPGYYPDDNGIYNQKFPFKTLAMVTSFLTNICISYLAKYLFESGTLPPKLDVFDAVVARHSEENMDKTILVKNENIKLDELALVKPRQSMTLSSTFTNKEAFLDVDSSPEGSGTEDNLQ
# CHT PAM = CHT positive allosteric modulators, primary screen, cell-based, membrane potential dye, choline EC20; CHT-expressing cells; active compounds read high; LV-AA mutant CHT in HEK293 cells; High affinity choline transporter 1 (Homo sapiens), Q9GZV3; 310,000 compounds, 0.49% hits; AID 488977, 2010; B-score at 10 µM;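 active = initial fluorescence not abnormally high and integrated response B-score, plate-corrected, over 3 SD above library mean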
# * hit, by the source's call; i = inactive.
# Every second line gives: CHT inh, CHT PAM
CC(CN1CCCCC1)OC(=O)C1c2ccccc2Oc2ccccc21 (configuration not stated)
  i, i
O=C(CSc1nc2ccccc2c(=O)n1-c1ccc(F)cc1F)c1c[nH]c2ccccc12
  i, i
Cc1ccc(C(=O)CSc2nnc(Cn3nnc4ccccc43)n2C)cc1
  i, i
CCOC(=O)C1(CC2CC2)CCN(Cc2ccc(O)c(Cl)c2)CC1
  i, i
Cc1ccc(C2=NNC(=O)C(c3c[nH]c4ccccc34)C2)cc1 (configuration not stated)
  i, i
O=C(NN1CCOCC1)c1ccc(Br)cc1
  i, i
Cc1cn(C2OC[C@@H](O)[C@@H]2CO)c(=O)[nH]c1=O (some centres not stated)
  i, i
C[N+]1(CC(O)COCC2COc3ccccc3O2)CCOCC1 (configuration not stated)
  i, i
CC(C)C(=O)N1CCC2(CC1)Oc1ccc(Cl)cc1C(=O)C21CC(c2cccnc2)=NO1 (configuration not stated)
  i, i
CSc1cccc(NC(=O)NCc2cccc(CNC(=O)Nc3cccc(SC)c3)c2)c1
  i, i
CCn1c(-c2ccccc2)c(C(=O)CC#N)c2ccccc21
  i, i
CN(CCOc1ccccc1)C(=O)c1ccc2c(=O)n3c(nc2c1)CCC3
  i, i
NC(=O)c1ccccc1NC(=O)Nc1ccc(F)c(Cl)c1
  i, i
CC(=O)C1=C(O)C(=O)N(c2ccc(O)cc2)C1c1ccc(F)cc1 (configuration not stated)
  i, i
CC1CCCC(NC(=O)c2cc(S(=O)(=O)N3CCOCC3)ccc2F)C1C (configuration not stated)
  i, i
CC(C)N1C(=O)CCC1C(=O)NCc1ccccc1Cl (configuration not stated)
  i, i
Cc1ccc(S(=O)(=O)N2[C@@H](c3cccc(Cl)c3)C(C(=O)O)=CC[C@H]2c2cccc(C)c2)cc1
  i, i
O=C(Nc1ccc(O)cc1C(=O)O)c1cccc(Br)c1
  i, i
CN(CCNC(=O)C1CCCN(c2ncnc3c2nc2n3CCCCC2)C1)Cc1ccccc1 (configuration not stated)
  i, i
COc1ccc(NS(=O)(=O)c2cccc(C(=O)Nc3cccc(C(=O)O)c3)c2)cc1
  i, i

# Four entries drawn at random from those above:
# Every second line gives: CHT inh, CHT PAM
CSc1cccc(NC(=O)NCc2cccc(CNC(=O)Nc3cccc(SC)c3)c2)c1
  i, i
CC(=O)C1=C(O)C(=O)N(c2ccc(O)cc2)C1c1ccc(F)cc1 (configuration not stated)
  i, i
COc1ccc(NS(=O)(=O)c2cccc(C(=O)Nc3cccc(C(=O)O)c3)c2)cc1
  i, i
Cc1ccc(S(=O)(=O)N2[C@@H](c3cccc(Cl)c3)C(C(=O)O)=CC[C@H]2c2cccc(C)c2)cc1
  i, i

# The listing continues:
# Every second line gives: CHT inh, CHT PAM
COc1ccccc1CNC(=O)COc1ccc(C)cc1
  i, i
CCOC(=O)C(C)c1ccc2cc(OC)ccc2c1 (configuration not stated)
  i, i
COc1cc(CN2CCN(CC#Cc3ccccc3)CC2CCO)cc(OC)c1 (configuration not stated)
  i, i
S=c1nc(C2CCCCC2)[nH][nH]1
  i, i
COc1cc(Cl)c(C)cc1NC(=O)Cc1cccs1
  i, i
Cc1cc(C)c2[nH]c(=O)c(C(c3nnnn3CC3CCCO3)N3CCCC(C)C3)cc2c1 (configuration not stated)
  i, 7.3*
Cc1ccccc1-c1nc(CN2CCC(C(=O)NCCCN3CC(C)CC(C)C3)CC2)c(C)o1 (configuration not stated)
  i, i
COC(=O)c1ccc(/C=N/OCC(=O)NCCc2ccc(OC)c(OC)c2)cc1
  i, i
COc1ccccc1Oc1cc(F)nc(N)n1
  i, i
COc1ccccc1NC(=S)N(Cc1ccc(C(=O)O)cc1)Cc1ccc(OC)c(OC)c1
  i, i
Cc1cc(=O)oc2c(C)c(OCC(=O)NC3CC(C)(C)NC(C)(C)C3)ccc12
  i, 8.2*
CC1C/C(=N\NC(=O)c2ccc(NS(=O)(=O)c3ccc(Br)cc3)cc2)CC(C)(C)C1 (configuration not stated)
  i, i
COc1ccc(C(C[N+](=O)[O-])c2c(C)cc3ccccn23)cc1 (configuration not stated)
  i, i
COc1cccc(C(=O)N2CCN(S(=O)(=O)Cc3ccccc3)CC2)c1OC
  i, i
Cc1ccc(-c2cc(C(=O)NCC3CCCO3)c3ccccc3n2)cc1C (configuration not stated)
  i, i
COc1ccc(Cl)cc1N(C(=O)Nc1cccc(Cl)c1)C1=NCC(C)S1 (configuration not stated)
  i, i
COc1ccccc1C(=O)N/C(=C/c1ccco1)C(=O)Nc1cccc(C(=O)O)c1
  i, i
COc1ccccc1NC(=S)N(CCc1ccc(OC)c(OC)c1)Cc1ccccn1
  i, i
COc1c(C)cc(C(=O)C2CCCN(C(=O)Cn3nc(C)nc3C)C2)cc1C (configuration not stated)
  i, i
Cc1cc(C(=O)C(=O)O)c(C)n1-c1ccc(Cl)c(Cl)c1
  i, i
COc1ccc(CNC(=O)CNC(=O)c2c(C)nn(C)c2Cl)cc1
  i, i
Nc1nonc1-c1noc(-c2ccccc2Br)n1
  i, i
COc1ccc(CNc2nc(-c3cccnc3)nn2C(=O)CC(C)C)cc1
  i, i
Cc1ccc(C(=O)NCc2occc2C(=O)O)o1
  i, i
Cc1cc(C)nc(N/N=C/c2c[nH]c3ccccc23)n1
  i, i
O=C(NCc1ccco1)c1ccc2c(=O)n(CCC3=CCCCC3)c(=O)[nH]c2c1
  i, i
O=C(CNC(=O)c1ccc(Cl)cc1Cl)Nc1ccc(F)cc1
  i, i
CCc1noc(C)c1C(=O)Nc1ccc(S(=O)(=O)N2CCC(C)CC2)cc1
  i, i
O=C(COc1ncnc2sccc12)Nc1ccc2c(c1)OCCO2
  i, i
CCOc1ccc(S(=O)(=O)N(C)CC(=O)NCc2ccco2)cc1
  i, i
C=CCn1c(C)cc(-c2csc(N)n2)c1C
  i, i
COCCNC(=O)Nc1ccc2nc(-c3ccco3)c(-c3ccco3)nc2c1
  i, i
CC(Oc1cccc2c1OC(C)(C)C2)C(=O)O (configuration not stated)
  i, i
O=C1NC(Cc2c[nH]c3ccccc23)C(=O)N1c1ccc(F)cc1 (configuration not stated)
  i, i
O=C(Cc1ccc(S(=O)(=O)N2CCOCC2)s1)Nc1ccccc1N1CCOCC1
  i, i
CCOc1ncccc1C(=O)Oc1ccc2c(c1)OCO2
  i, i
Cc1ccc(S(=O)(=O)N2CCN(Cc3ccccc3C(F)(F)F)CC2)cc1
  i, i
COC(=O)c1sccc1NC(=O)CSc1ccccc1NS(=O)(=O)c1cc(Cl)ccc1Cl
  i, i
CC(=O)c1cccc(N/C=C\c2nnnn2-c2ccc(F)cc2)c1
  i, i
COc1ccc(N2CCN(C(=O)c3c(C)nn(-c4ccccc4)c3C)CC2)cc1
  i, i
Cc1nn(CC(=O)O)c(C)c1N
  i, i
O=C(Nc1ccc(NC(=O)c2cccs2)cc1)c1ccc2c(c1)OCO2
  i, i
CC(C)(C)C(=O)CN1C(=O)NC2(CCOc3ccccc32)C1=O (configuration not stated)
  i, i
CCC(C)NC(=O)c1cn(CC)c2ccc(S(=O)(=O)N(C)C)cc2c1=O (configuration not stated)
  i, i
CC(C)C[C@H](NC(=O)c1nc[nH]c1C(=O)N(C)Cc1ccccc1)C(=O)OCc1ccccc1
  i, i
COC(=O)CNC(=O)C(C)(C)Oc1ccc(Cl)cc1
  i, i
COc1ccc(CNC(=O)CCN2C(=O)[C@@H]3Cc4ccccc4CN3C2=O)cc1
  i, i
CCOC(=O)[C@@H]1[C@H]2COc3ccc(Br)cc3[C@@H]2N2C(=O)N(c3ccc(Cl)cc3)C(=O)[C@]12C
  i, i
Cc1cc(C(F)(F)F)n(-c2nc(C(=O)O)cs2)n1
  i, i
CCc1ccc(/C=C2\SC(=S)N(CCCC(=O)Nc3ccc(C(=O)O)cc3)C2=O)cc1
  i, i
COCCNS(=O)(=O)c1ccccc1
  i, i
Cc1ccc2nc(C3CCN(CC(=O)N4CCCCCC4)CC3)[nH]c2c1
  i, i
O=C1CCCC2=C1C(Cc1ccccc1)C1=C(CCCC1=O)O2
  i, i
COCCCNC(=O)CCc1c(C)nc2c(c(C)nn2-c2ccc(C)cc2)c1C
  i, i
CCOC(=O)c1cc(-c2ccc(C#N)cc2)nc2c1c(C)nn2CCC#N
  i, i
O=[N+]([O-])c1cccc(C=Nc2cccc3ccccc23)c1O
  i, i
N#CC1=C(SCC(=O)Nc2nccs2)NC(=O)CC1c1ccccc1 (configuration not stated)
  i, i
C=CCOc1c(Cl)cc(C2NC(=O)NC(C)=C2C(=O)OC)cc1Cl (configuration not stated)
  i, i
Cc1oc2c(CN3CCCC3)c(O)ccc2c(=O)c1-c1ccc(Br)cc1
  i, i
O=C(N/N=C/C=C/c1ccccc1)c1ccncc1
  i, i

# New compounds follow.
# Every second line gives: CHT inh, CHT PAM
CCCN(CCC)CCNc1c(N2CCN(C(=O)OCC)CC2)c(=O)c1=O
  i, i
CCC(NC(=O)Cc1c(C)c2ccc(OC)c(C)c2oc1=O)C(=O)NC(Cc1ccc(Cl)cc1)C(=O)O (configuration not stated)
  i, i
C/C(=C(/NC(=O)c1ccccc1)C(=O)O)c1ccco1
  i, i
COc1cc(NC(=O)CCc2c(C)[nH]c(=O)c(C#N)c2C)cc(OC)c1
  i, i
COc1ccc(S(=O)(=O)N2CCOCC2)cc1Br
  i, i
CC(C)COCc1ccc(O)c2ncccc12
  i, i
CCOC(=O)N1CCN(C(=O)COC(=O)Cc2ccc(Cl)cc2)CC1
  i, i
CN(C)c1cccc(C(=O)NNC(=O)CSc2ccccc2)c1
  i, i
CCOC(=O)c1c(C)[nH]c(C)c1S(=O)(=O)NCCCN1CCOCC1
  i, i
Cc1ccc(NS(=O)(=O)c2ccc(CCC(=O)N3CCCC3)cc2)cc1
  i, i
Cc1ccc(O)c(C(=O)CC(=O)c2cccc(F)c2)c1
  i, i
CN(C(=O)COC(=O)c1cncc(Br)c1)C1CCS(=O)(=O)C1 (configuration not stated)
  i, i
Cc1ccc([C@@H]2CC=C(C(=O)O)[C@H](c3ccc(Cl)cc3)N2S(=O)(=O)c2ccc(C)cc2)cc1
  i, i
O=C(CN1C(=O)c2ccccc2C1=O)Nc1nc(-c2cccc([N+](=O)[O-])c2)cs1
  i, i
C/C(=N/NC(=O)COc1cc(C)ccc1C(C)C)C(=O)O
  i, i
CCOc1ccc(S(=O)(=O)N2CCN(CC(O)COc3cccc([N+](=O)[O-])c3)CC2)cc1 (configuration not stated)
  i, i
Cc1ccc(NC(=O)C(C)N=C2NS(=O)(=O)c3ccccc32)cc1F (configuration not stated)
  i, i
COc1ccc(C)cc1NC(=O)CSCc1ccccc1C
  i, i
COc1cnn(-c2ccc(Br)cc2)c(=O)c1SCc1ccccc1
  i, i
Cc1cc(N2CCN(C)CC2)nc2ccc(NC(=S)NCCCN3CCN(C)CC3)cc12
  i, i
Brc1cc2c(cc1-c1nc3ccccc3s1)OCO2
  i, i
N/C(=N\OC(=O)c1ccco1)c1cccc(Br)c1
  i, i
O=C(Cc1c(F)cccc1Cl)Nc1ncc([N+](=O)[O-])s1
  i, i
CCn1c(SCC(=O)Nc2ccc3c(c2)OCCO3)nnc1C(C)C
  i, i
COC(=O)C1=NN(C(=O)c2cccc(Br)c2)C(O)(c2ccc(Cl)cc2)C1 (configuration not stated)
  i, i
O=C(NCC(c1ccco1)N1CCc2ccccc21)c1ccccc1Cl (configuration not stated)
  i, 9.4*
Cc1ccc(C(=O)Nc2ccc3c(c2)C(=O)N(CC2CCCO2)C3=O)cc1 (configuration not stated)
  i, i
CN1CCC(N(C)C(=O)c2sc3cc(F)ccc3c2Cl)CC1
  i, i
COC(=O)c1ccc(S(=O)(=O)N2CCCCCC2)n1C
  i, i
CCC(NC(=O)Nc1cc(OC)c(OC)c(OC)c1)(C(F)(F)F)C(F)(F)F
  i, i
N#Cc1ccccc1NC(=O)CSC1=Nc2ccccc2C2CC=NN12 (configuration not stated)
  i, i
CCC(=O)/C=C1/Sc2ccc(OC)cc2N1CCO
  i, i
COC(=O)Nc1ccc(S(=O)(=O)N2CCCC(C(=O)N3CCN(C)CC3)C2)cc1 (configuration not stated)
  i, i
c1ccc(N2CCN(Cc3cn4cccnc4n3)CC2)cc1
  i, i
Cc1ccc(S(=O)(=O)N(C)c2ccc(C(=O)Nc3ccccc3C(=O)N3CCOCC3)cc2)cc1
  i, i
CCOc1cnn(-c2ccccc2)c(=O)c1Cl
  i, i
COc1ccc(/C=C/c2nnc(NC(=O)CSc3ccc(C)cc3)s2)cc1
  i, i
CC(C)(C)OC(=O)NCCCCCNC(=O)c1[nH]cnc1C(=O)N[C@@H](CCCCNC(=O)OC(C)(C)C)C(=O)OC(C)(C)C
  i, i
CC(=O)NC(=S)Nc1ccccc1F
  i, i
Cc1ccc(NC(=O)Cn2c([N+](=O)[O-])cnc2C)cc1Cl
  i, i
Cn1c(=O)c2c(Nc3ccc(F)cc3)cc(=O)n(-c3ccccc3)c2n(C)c1=O
  i, i
COc1cc(C(C)=O)ccc1OCC(O)CN1CCN(c2c(C)cccc2C)CC1 (configuration not stated)
  i, i
Cc1ccc(N(CC(=O)NC2CCCC2)C(=O)CNC(=O)c2cccs2)c(C)c1
  i, i
CCn1cc(CNC(=O)c2cc(COc3ccc(F)cc3Cl)on2)cn1
  i, i
S=c1nc(-c2cc(Cl)ccc2Cl)[nH][nH]1
  i, i

# Profiles, quoted from the list. Order of values: CHT inh, CHT PAM
# CCn1cc(CNC(=O)c2cc(COc3ccc(F)cc3Cl)on2)cn1 across the screens: i, i
# Cc1ccc(N(CC(=O)NC2CCCC2)C(=O)CNC(=O)c2cccs2)c(C)c1 across the screens: i, i
# Cn1c(=O)c2c(Nc3ccc(F)cc3)cc(=O)n(-c3ccccc3)c2n(C)c1=O across the screens: i, i
# S=c1nc(-c2cc(Cl)ccc2Cl)[nH][nH]1 across the screens: i, i
